Source: PubChem
TRHR agonist = agonists of human TRH receptor; TRHR cells, calcium flux fluo-8, FDSS agonist mode; P34981; AID 493084; activation, % at 2 µM; actives 0.18% (n = 360,000); also: 0% is about no effect
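Agonist-mode FDSS calcium read (Ex 480/Em 530, 1 s cycles) in 1536-well TRHR cells with fluo-8 dye, after 10-cycle baseline and 23 nL compound addition; TRH at EC20 (10 nM final) added afterwards for the enhancer phase.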
TRHR enhancer = TRH receptor (human) allosteric enhancement; actives 0.66% (n = 360,000); TRHR cells, fluo-8 calcium fluorescence, EC20 TRH enhancement; enhancement, % at 2 µM; in the data active = enhancement above about 30%; also: 0% is about no effect
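Enhancer read-out: after compound pinning and an initial kinetic agonist-mode read, an EC20 of TRH (10 nM final) was injected and fluo-8 calcium signal (Ex 480/Em 530) followed at 1 s/cycle for 100 cycles in TRHR-expressing cells.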
D1 antagonist = antagonists of human D1 dopamine receptor | P21728 | activity change, negative = inhibition, % at 10 µM | actives 3.2% (n = 360,000) | AID 504652 | HEK293 TREx D1 cells, calcium flux, dopamine EC80; hits give low values; in the data active = activity change below about -30%; also: % is scaled to controls: 0 for no effect and ±100 for the full control effect
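Cells carrying a force-coupled, tetracycline-inducible human D1 receptor report calcium flux. Each well gets a 10 s baseline, compound with 180 s monitoring, then an EC80 dopamine stimulus with a second 180 s kinetic read.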
RXFP1 antag = antagonists of human relaxin receptor RXFP1. actives 0.59% (n = 350,000). Q9HBX9. activity change, negative = inhibition, % at 57.5 µM. HEK293-RXFP1, relaxin-stimulated cAMP HTRF, 30 min; hits give low values;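 active = activity change of -60% or lower, but not beyond a set lower limit; inconclusive = change between -60% and -40%, or beyond the set limit; inactive = change above -40%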; also: % is scaled to controls: 0 for no effect and ±100 for the full control effect
Target sequence (Q9HBX9 whole entry, looked up): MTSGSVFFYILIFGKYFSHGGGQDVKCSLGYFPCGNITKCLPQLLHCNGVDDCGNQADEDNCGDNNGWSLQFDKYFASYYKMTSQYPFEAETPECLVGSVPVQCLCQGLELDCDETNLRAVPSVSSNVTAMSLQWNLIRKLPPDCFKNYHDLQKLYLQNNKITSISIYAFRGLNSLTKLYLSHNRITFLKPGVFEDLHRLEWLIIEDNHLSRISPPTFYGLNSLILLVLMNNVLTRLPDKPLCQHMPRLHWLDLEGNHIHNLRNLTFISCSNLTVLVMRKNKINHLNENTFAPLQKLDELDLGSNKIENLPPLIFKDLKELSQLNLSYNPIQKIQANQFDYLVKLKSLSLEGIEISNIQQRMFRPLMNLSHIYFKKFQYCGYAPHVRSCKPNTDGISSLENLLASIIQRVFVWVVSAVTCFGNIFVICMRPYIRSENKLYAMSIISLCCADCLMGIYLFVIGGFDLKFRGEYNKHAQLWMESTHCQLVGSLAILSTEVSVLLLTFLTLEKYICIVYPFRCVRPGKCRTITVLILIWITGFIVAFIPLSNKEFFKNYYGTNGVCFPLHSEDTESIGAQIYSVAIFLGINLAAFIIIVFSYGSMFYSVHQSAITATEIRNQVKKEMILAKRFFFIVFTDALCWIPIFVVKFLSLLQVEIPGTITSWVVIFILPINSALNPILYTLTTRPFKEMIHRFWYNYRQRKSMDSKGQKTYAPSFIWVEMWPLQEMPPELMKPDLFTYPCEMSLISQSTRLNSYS
D2 agonist = agonists of human D2 dopamine receptor | HEK293 T-REx D2 cells, calcium flux agonist mode | activation, % at 2 µM | actives 0.53% (n = 340,000);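 active = activation over 3 SD above normal in the single-dose calcium agonist read, cut at about 30% in these data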; also: 0% is about no effect
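Agonism is scored from calcium flux in a force-coupled, inducible HEK293 cell line expressing D2, read kinetically for 180 s after compound addition against dopamine controls.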
D1 ag = agonists of human D1 dopamine receptor. P21728. HEK293 T-REx D1 cells, calcium flux, agonist mode. activation, % at 2 µM. actives 1% (n = 360,000); also: 0% is about no effect
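Agonism was scored from calcium flux recorded over 180 s (1 read/s) after pintool compound addition, following a 10-cycle baseline. Cells were inducible force-coupled HEK293 TREx D1, plated overnight at 30 C and loaded with no-wash calcium dye.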
D1 PAM = potentiators of human D1 dopamine receptor. actives 0.036% (n = 360,000). HEK293 TREx D1 cells, calcium flux, dopamine EC20 potentiation. AID 504651. potentiation, % at 10 µM. P21728; in the data active = potentiation above about 30%; also: 0% is about no effect
D2 PAM = D2 dopamine receptor (human) potentiation. P14416. HEK293 T-REx D2, calcium flux, EC20 dopamine potentiation. potentiation, % at 10 µM. actives 0.34% (n = 340,000);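 active = potentiation over 3 SD above the plate norm, cut at about 30% in these data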; also: 0% is about no effect
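Calcium flux readout, no-wash dye, 1 read/s. Inducible HEK293 Trex D2 line, overnight 30 C. Compound alone 180 s (agonist flags), then EC20 dopamine, another 180 s to score potentiation.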
D2 antagonist = antagonists of human D2 dopamine receptor; actives 2% (n = 340,000); P14416; inhibition, % at 10 µM; HEK293 TREx D2 cells, calcium flux, dopamine EC80; in the data active = inhibition above about 30%; also: 0% is about no effect
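Inhibition of EC80 dopamine-driven calcium flux, recorded kinetically, defines activity here; cells are a tetracycline-induced HEK293 T-REx line expressing force-coupled D2.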
Numbers without * were called inactive; ? = inconclusive; nt = no result given; & = joins results of further samples. Rule as the data show it, unless noted: active = activation above about 30%; inactive = the rest.

SMILES	TRHR agonist	TRHR enhancer	D1 antagonist	RXFP1 antag	D2 agonist	D1 ag	D1 PAM	D2 PAM	D2 antagonist
Cc1csc(NC(=O)CS(=O)(=O)c2ccccc2)n1	0.9	-3.0	-15.6	0.2	-0.6	0.3	1.4	-11.5	18.8
Cc1ccc(-c2nnc(Oc3cccc(C)c3)c3ccccc23)cc1	0.4	1.7	-1.9	2.6	0.6	1.2	-1.6	9.3	13.3
OCCn1c(C(F)(F)F)nc2ccccc21	1.5	1.0	4.8	-17.8	-0.2	1.9	-2.5	-8.3	-0.7
CCC(=O)n1nc(NCc2ccccc2OC)nc1NCc1ccccc1OC	-0.1	-0.2	4.0	-8.3	-0.4	2.7	0.6	6.4	-7.6
O=C(CSCCc1ccccn1)Nc1ccccn1	1.0	7.6	-2.8	7.5	-1.3	2.5	1.3	3.4	3.1
Cc1ccc(NC(=O)COS(=O)c2ccc(C)cc2)cc1 (centres undefined)	-2.7	-10.8	-6.2	0.6	0.2	2.0	-7.0	-7.5	2.9
Cc1ccc(CNc2ccc(-c3nc(-c4ccccn4)no3)cc2[N+](=O)[O-])cc1	-0.9	4.2	-8.9	nt	nt	7.2	-1.8	2.7	nt
Cc1cccc(Oc2ccc(NC(=O)C3CC=CCC3C(=O)O)cc2)c1 (centres undefined)	-0.7	-2.4	-1.2	-1.4	-0.8	1.1	-5.0	4.9	10.3
Oc1ccccc1Cc1c(O)ccc2ccccc12	0.7	0.7	-5.2	nt	2.1	4.9	-0.5	-3.5	-18.1
CC(C)Nc1nc2n(c(=O)n1)CCN2C(C)C	0.1	7.0	-1.6	-0.5	0.3	0.9	2.8	-4.7	1.9
O=C(NCc1ccco1)C1CCCCC1	-0.1	-3.1	-8.7	-5.4	-0.2	2.6	-0.8	-4.9	17.6
CS(=O)c1ccccc1-c1nc(-c2ccc(Cl)cc2)no1 (centres undefined)	-0.2	1.8	4.8	-17.2	7.4	1.3	-0.5	10.7	2.9
O=C(CSc1nc2cccnc2n1Cc1ccccc1)N1CCCC1	-0.2	-2.3	7.3	-0.3	0.1	3.8	-2.2	-10.8	11.6
CCOC(=O)C1CCCN(CC(=O)Nc2nc(-c3ccccc3)cs2)C1 (centres undefined)	-0.4	-10.1	-11.1	?	-0.5	-1.2	-3.4	-3.0	-0.6
C/C(=N\NC(=O)CCc1ccc(S(=O)(=O)N2CCOCC2)cc1)c1ccc(OC(F)F)cc1	0.1	-2.5	1.2	7.1	0.3	1.1	-0.6	-1.0	2.1
O=c1[nH]nc(Cc2ccc(Cl)cc2)c2ccccc12	-0.1	-4.8	-7.2	-9.0	-0.5	4.3	-1.5	-10.3	4.5
O=C(CN1CCN(S(=O)(=O)c2ccc3c(c2)OCCO3)CC1)Nc1cccc(F)c1	-0.5	4.1	-17.1	7.1	nt	5.3	-5.0	nt	nt
CCOc1ccccc1/C=N/Nc1nc2c(N)ncnc2n1[C@H]1O[C@@H](CO)[C@H](O)[C@@H]1O	-0.3	2.4	-5.2	-3.6	0.0	3.5	3.4	-5.4	1.1
O=C(CN1CCN(S(=O)(=O)c2ccc3ccccc3c2)CC1)Nc1ccc2c(c1)CCC2	0.3	0.0	-24.0	nt	0.6	2.4	-2.3	-6.4	-3.1
CCc1ccccc1NC(=O)C1CCCN(S(=O)(=O)c2ccc3[nH]c(=O)ccc3c2)C1 (centres undefined)	-0.3	-6.8	1.1	5.2	0.0	0.1	-0.2	4.5	nt
NS(=O)(=O)c1ccc(NC(=O)c2cc(-c3cccs3)nc3ccccc23)cc1	-0.2&1.0	10.2&-4.5	3.0&-15.8	-21.4	0.8	5.8&5.2	-0.6&-2.6	6.3&1.5	-11.3
Nc1nc(SCC(=O)c2c(N)n(C3CC3)c(=O)[nH]c2=O)n[nH]1	0.5	-1.5	3.3	4.1	0.4	6.0	-4.6	-9.0	1.9
O=C(NCCCn1ccnc1)c1ccccc1F	0.0	1.0	-5.9	-3.8	-1.8	0.6	-3.1	3.7	3.1
O=C(CN1C(=O)C2CC=CCC2C1=O)Nc1cc(C(F)(F)F)ccc1N1CCCC1 (centres undefined)	0.1	0.8	2.3	2.0	-0.5	3.3	-0.3	-3.3	-16.7
COCCNC(=O)Cn1nc(-c2ccc(C)cc2)c2ccccc2c1=O	-0.5&-0.8	2.3&1.9	5.7&-3.2	5.2&0.9	-0.4	2.9&-2.9	-0.6&-0.6	5.1	-2.3
C/C(O)=C(/C=NCC(=O)O)C(=O)Nc1nccs1	0.5	-6.5	7.9	-11.3	-0.6	-4.5	-3.0	-3.6	9.4
Nc1nc(NC(=O)/C=C\C(=O)O)nn1-c1ccccc1	0.2	0.7	-1.1	6.7	0.9	-1.6	0.3	2.7	35.5*
COc1cc(NC(=O)c2cc(-c3ccco3)on2)c(OC)cc1Cl	-0.4	-6.2	0.1	-3.7	-1.7	3.4	1.1	8.9	-0.3
CC(C)OC(=O)CSc1nc(C(C)C)nc2ccccc12	-0.2	15.6	-1.3	3.9	0.2	0.7	-2.3	4.0	-11.5
CC(=O)NN1C(=O)/C(=C/c2ccc(Br)o2)SC1=S	-0.1	-8.6	10.3	2.1	0.4	1.2	-0.1	-6.5	-1.3
Cc1ccc(C)c(S(=O)(=O)Nc2cc(SCC(=O)O)c(O)c3ccccc23)c1	-0.4	-1.4	26.3	-10.1	-0.7	4.8	-2.0	11.8	-5.2
Cc1ccc(N2CCN(S(=O)(=O)c3cccc4ccccc34)CC2)cc1Cl	2.3	0.8	-4.8	nt	-0.1	0.9	3.7	4.3	nt
CN1CCN(C(=O)c2cc(-c3cccc(Cl)c3)on2)CC1	-0.1	-2.8	-14.0	4.5	0.4	2.1	-2.6	-1.2	3.3
CCN(C(=O)CN1C(=O)COc2ccc(S(=O)(=O)N3CCCCCC3)cc21)c1cccc(C)c1	16.4	-5.3	22.6	29.8	0.4	5.6	7.4	-0.9	1.0
COc1ccc(NC(=O)CN(C)CC(=O)N(C)C2(C#N)CCC(C)CC2)cc1 (centres undefined)	-0.4	1.4	-14.8	-1.6	0.3	-1.1	-7.2	-5.4	0.7
O=C(NCc1ccc(Cl)cc1)c1cccc(NC2=NC3CS(=O)(=O)CC3S2)c1 (centres undefined)	0.4	8.4	-10.5	2.6	0.1	2.2	4.2	13.6	4.3
COc1ccccc1NC(=O)Nc1nc(CC(=O)Nc2ccccc2F)cs1	-1.4	-3.3	2.2	-20.8	-0.8	2.6	-0.5	-5.7	-14.8
COc1ccccc1CNC(=O)CN1C(=O)CSc2ccc(S(=O)(=O)N(C)C)cc21	0.0	-4.3	6.0	nt	0.3	1.1	-2.4	-0.4	nt
CCOCCCNC(=O)C(NC(=O)c1ccccc1O)c1ccc(Cl)cc1 (centres undefined)	0.1	2.5	3.2	-20.3	0.0	8.1	-5.2	-1.9	8.7
Cc1ccc2c(c1)c1c3n2CCCNC3CCC1 (centres undefined)	0.7	7.0	-16.0	2.1	1.3	20.3	-7.7	-11.1	26.5
O=C(NCCNC(=O)c1cnccn1)c1ccc(Cl)cc1	-0.5	0.1	5.4	6.6	0.1	-0.1	1.4	12.3	-5.9
COc1cccc(NC(=O)[C@H](C)NC(=O)N2CCn3c2nc2ccccc23)c1	0.3	0.2	1.9	-12.4	nt	-0.9	6.2	nt	nt
Cn1nc(C(=O)OCc2ccccc2F)c2ccccc2c1=O	-1.1	7.9	-9.9	-7.7	1.4	10.5	0.5	3.1	-3.9
O=C(O)CCCc1ccc2ccc3cccc4ccc1c2c34	0.4	3.5	-22.2	0.1	0.0	6.5	-8.8	-1.4	6.6
Cc1ccc(C(=O)NCCN2CCOCC2)cc1	0.4	-0.4	12.8	-2.0	nt	-1.4	-3.0	nt	nt
O=C(CNC(=O)c1cccs1)OCC(=O)c1ccccc1Cl	0.3	2.4	9.6	-8.7	-0.4	1.4	-0.3	-1.4	-11.9
CCn1cc(C(=O)O)c(=O)c2cc(F)c(N3CCN(C(=S)NC(=O)c4cccc(C)c4)CC3)cc21	0.1	-2.2	-13.0	-7.9	-0.7	1.4	-0.1	2.2	13.0
CCCC(=O)OCCn1c(Br)nc2c1c(=O)[nH]c(=O)n2C	0.9	-0.5	-14.0	-1.6	0.0	1.2	-2.4	8.1	29.8

Eleven of the compounds above, with values under each structure:
Sequence of screens: TRHR agonist, TRHR enhancer, D1 antagonist, RXFP1 antag, D2 agonist, D1 ag, D1 PAM, D2 PAM, D2 antagonist
- COc1ccc(NC(=O)CN(C)CC(=O)N(C)C2(C#N)CCC(C)CC2)cc1 (centres undefined)
  -0.4, 1.4, -14.8, -1.6, 0.3, -1.1, -7.2, -5.4, 0.7
- O=C(NCc1ccc(Cl)cc1)c1cccc(NC2=NC3CS(=O)(=O)CC3S2)c1 (centres undefined)
  0.4, 8.4, -10.5, 2.6, 0.1, 2.2, 4.2, 13.6, 4.3
- COc1ccccc1NC(=O)Nc1nc(CC(=O)Nc2ccccc2F)cs1
  -1.4, -3.3, 2.2, -20.8, -0.8, 2.6, -0.5, -5.7, -14.8
- COc1ccccc1CNC(=O)CN1C(=O)CSc2ccc(S(=O)(=O)N(C)C)cc21
  0.0, -4.3, 6.0, nt, 0.3, 1.1, -2.4, -0.4, nt
- CCOCCCNC(=O)C(NC(=O)c1ccccc1O)c1ccc(Cl)cc1 (centres undefined)
  0.1, 2.5, 3.2, -20.3, 0.0, 8.1, -5.2, -1.9, 8.7
- Cc1ccc2c(c1)c1c3n2CCCNC3CCC1 (centres undefined)
  0.7, 7.0, -16.0, 2.1, 1.3, 20.3, -7.7, -11.1, 26.5
- O=C(NCCNC(=O)c1cnccn1)c1ccc(Cl)cc1
  -0.5, 0.1, 5.4, 6.6, 0.1, -0.1, 1.4, 12.3, -5.9
- COc1cccc(NC(=O)[C@H](C)NC(=O)N2CCn3c2nc2ccccc23)c1
  0.3, 0.2, 1.9, -12.4, nt, -0.9, 6.2, nt, nt
- Cn1nc(C(=O)OCc2ccccc2F)c2ccccc2c1=O
  -1.1, 7.9, -9.9, -7.7, 1.4, 10.5, 0.5, 3.1, -3.9
- O=C(O)CCCc1ccc2ccc3cccc4ccc1c2c34
  0.4, 3.5, -22.2, 0.1, 0.0, 6.5, -8.8, -1.4, 6.6
- Cc1ccc(C(=O)NCCN2CCOCC2)cc1
  0.4, -0.4, 12.8, -2.0, nt, -1.4, -3.0, nt, nt

(cont.)
SMILES	TRHR agonist	TRHR enhancer	D1 antagonist	RXFP1 antag	D2 agonist	D1 ag	D1 PAM	D2 PAM	D2 antagonist
CCOC(=O)c1cc(S(=O)(=O)N2CCN(c3ccccc3)CC2)[nH]n1	-0.1	-2.0	-10.3	nt	0.8	2.1	2.9	-1.8	nt
CCN(CC)CCNC(=O)c1c(O)c2c([nH]c1=O)CCCC2	0.4	1.7	-7.3	-13.2	1.7	1.4	-2.0	2.7	1.1
CCOc1ccc(N(CC(=O)Nc2ccc(C)cc2)S(=O)(=O)c2c(C)noc2C)cc1	0.7	6.2	-15.5	nt	-1.2	0.5	-3.9	4.9	-7.8
Cc1ccc(C)c(C(=O)CSc2nnnn2C(C)C)c1	0.6	-1.2	-0.9	-0.4	nt	2.1	1.3	-9.3	nt
Cc1ccc(OCc2nc(-c3ccc(C(=O)N4CCN(c5cccc(C(F)(F)F)c5)CC4)cc3)oc2C)cc1	0.6	-5.1	16.9	-6.6	nt	6.8	-4.5	0.0	nt
